High-throughput results from PubChem.
PhoP GFP inhibition – PhoP regulon inhibitors, Salmonella typhi PhoP promoter GFP reporter, confirmatory (AID 1850). hit rate 0.33% among 310,000. inhibition, % at 50 µM; hits with a dose series show IC50 in µM. Salmonella Typhi PhoP-promoter GFP reporter, fluorescence, 4 h; higher % means a stronger effect; in the data active means a potency from the dose series; inconclusive means inhibition mostly from about 25% at the one dose, without a potency; inactive means the rest, 99 in 100 with inhibition below about 19%;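 further: 0% = induced wells with vehicle and 100% = uninduced wells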
H1N1 NS1A inhibition – H1N1 influenza NS1A inhibitors, functional cell based assay (AID 504329); NS1A functional cell-based assay, percent inhibition; higher % means a stronger effect; hit rate 0.3% among 340,000; inhibition, % at 12.5 µM, or IC50 in µM where a hit was titrated; in the data active means a potency from the dose series; inconclusive means inhibition above about 27% without an active follow-up result; further: strong numbers were not always called active
tuberculosis growth – growth inhibition of non-replicating M. tuberculosis (AID 488890); Mycobacterium tuberculosis non-replicating, growth inhibition; higher % means a stronger effect; inhibition, % at 25 µM; hits with a dose series show IC50 in µM; hit rate 0.39% among 320,000; in the data active means a potency from the dose series; inconclusive means inhibition mostly from about 82% at the one dose, without a potency; inactive means the rest, 99 in 100 with inhibition below about 76%;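 further: plate controls were DMSO cells for no effect and high antibiotic wells for full effect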
inhibitors of VEEV – inhibitors of VEEV TC-83 cytopathic effect, confirmation, Vero cells (AID 588727); Vero cells, VEEV TC-83 cytopathic effect inhibition; higher % means a stronger effect; one-dose inhibition, % at 20 µM; IC50 in µM for titrated hits; hit rate 0.13% among 350,000; in the data active means a potency from the dose series; inconclusive means inhibition mostly from about 14% at the one dose, without a potency; inactive means the rest, 99 in 100 with inhibition below about 12%; further: strong numbers were not always called active
H37Rv inhibition – M. tuberculosis growth inhibition, HTS (AID 449762). one-dose inhibition, % at 25 µM; IC50 in µM for titrated hits. hit rate 0.59% among 330,000. M. tuberculosis H37Rv growth inhibition, 7H9 media; higher % means a stronger effect; in the data active means a potency from the dose series; inconclusive means inhibition above about 70% without an active follow-up result;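 further: bacterial growth assessed after seven days of incubation; strong numbers were not always called active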
inhibitors of VEEV 10K pilot screen – further read-out of inhibitors of VEEV, marked with its call; inhibition, %; measured here: 10K pilot screen inhibition
Starred values were filed as active, the others as inactive.

Results for CCOC(=O)C1=C(C)N(c2ccccc2)C(=O)NC1c1cccc([N+](=O)[O-])c1 (stereo not given) ?
PhoP GFP inhibition: -2%; H1N1 NS1A inhibition: -2%; tuberculosis growth: 10%; inhibitors of VEEV: inactive; H37Rv inhibition: 1%

Results for CCOC(=O)N1CCC(N2C(=O)c3ccccc3C2Nc2ccc(Cl)cn2)CC1 (stereo not given) ?
PhoP GFP inhibition: -4%; H1N1 NS1A inhibition: -8%; tuberculosis growth: 24%; inhibitors of VEEV: 0.2%; H37Rv inhibition: 1%; inhibitors of VEEV 10K pilot screen: 1.0

What do the screens show for `Cc1ccc(NC(=O)COC(=O)CN2CCCCCC2=O)cc1C`?
H1N1 NS1A inhibition: -3%; tuberculosis growth: 24%; inhibitors of VEEV: 0.9%; H37Rv inhibition: -1%

How did Cc1cc(C)n(C(=O)c2ccc([N+](=O)[O-])cc2[N+](=O)[O-])n1 do in these assays?
PhoP GFP inhibition: -2%; H1N1 NS1A inhibition: 1%; tuberculosis growth: inactive; inhibitors of VEEV: inactive; H37Rv inhibition: 4.6µM*

What do the screens show for `O=C(c1ccco1)N1CCN(C(=O)c2cnn3c(C(F)(F)F)cc(-c4cccs4)nc23)CC1`?
PhoP GFP inhibition: -6%; H1N1 NS1A inhibition: -10%; tuberculosis growth: 11%; inhibitors of VEEV: 6.8%; H37Rv inhibition: 3%

What do the screens show for `OCC1CCCC(n2cnc3c(=S)nc[nH]c32)O1` (stereo not given)?
PhoP GFP inhibition: 11%; H1N1 NS1A inhibition: 9%; tuberculosis growth: -5%; inhibitors of VEEV: 0.8%; H37Rv inhibition: -6%

What do the screens show for `COC(=O)c1sccc1NC(=O)/C=C\c1ccc(Cl)cc1Cl`?
H1N1 NS1A inhibition: 4%; inhibitors of VEEV: inactive

How did CCCCn1c(N)c(Br)c(=O)[nH]c1=O do in these assays?
PhoP GFP inhibition: 13%; H1N1 NS1A inhibition: -13%; tuberculosis growth: -8%; inhibitors of VEEV: 1.7%; H37Rv inhibition: 6%

What do the screens show for `CSc1cccc(NC(=O)c2cnn3ccccc23)c1`?
PhoP GFP inhibition: -5%; H1N1 NS1A inhibition: 4%; tuberculosis growth: -9%; inhibitors of VEEV: 2.5%; H37Rv inhibition: 0%

Results for CCC(NC(=O)c1ccccc1NC(=O)c1ccco1)C(=O)NNC(=O)c1ccc(OC)cc1 (stereo not given) ?
PhoP GFP inhibition: -5%; H1N1 NS1A inhibition: -1%; tuberculosis growth: -36%; inhibitors of VEEV: 1.7%; H37Rv inhibition: -4%

What do the screens show for `O=C(NCC1CCCO1)c1cccc(-n2cnnn2)c1` (stereo not given)?
PhoP GFP inhibition: 3%; H1N1 NS1A inhibition: 4%; tuberculosis growth: 2%; inhibitors of VEEV: 0.7%; H37Rv inhibition: 7%

Results for C/C(=N\NC(=O)COc1ccc([N+](=O)[O-])cc1)C(C)(C)C ?
PhoP GFP inhibition: -2%; H1N1 NS1A inhibition: 3%; tuberculosis growth: -13%; inhibitors of VEEV: 1.9%; H37Rv inhibition: 4%

What do the screens show for `Cc1ccccc1N1CCN(CC(=O)Nc2nccs2)CC1`?
PhoP GFP inhibition: -3%; H1N1 NS1A inhibition: -6%; tuberculosis growth: 13%; inhibitors of VEEV: 0.3%; H37Rv inhibition: 7%

Results for Cc1ccc(OCCSc2nc3ncnc(N)c3[nH]2)cc1 ?
PhoP GFP inhibition: -1%; H1N1 NS1A inhibition: -10%; tuberculosis growth: 75%; inhibitors of VEEV: 0.5%; H37Rv inhibition: 2%

How did COc1ccc(S(=O)(=O)Nc2ccc3c(c2)C(=O)N([C@H](C)CO)C[C@H](C)[C@@H](CN(C)S(=O)(=O)c2cccs2)O3)cc1 do in these assays?
H1N1 NS1A inhibition: 12%; tuberculosis growth: 40%; inhibitors of VEEV: 0.8%; H37Rv inhibition: 6%

Results for CC(C)(C)NC(=O)CN(Cc1ccco1)C(=O)CCC(=O)Nc1nccs1 ?
PhoP GFP inhibition: -9%; H1N1 NS1A inhibition: 0%; tuberculosis growth: -15%; inhibitors of VEEV: inactive; H37Rv inhibition: -3%

What do the screens show for `CC1CCc2c(sc(NC(=O)COC(=O)C3CCCO3)c2C#N)C1` (stereo not given)?
PhoP GFP inhibition: 6%; H1N1 NS1A inhibition: -4%; tuberculosis growth: 2%; inhibitors of VEEV: inactive; H37Rv inhibition: 12%

Results for O=C(COc1ccc(F)cc1)N(Cc1cccs1)C1CCS(=O)(=O)C1 (stereo not given) ?
PhoP GFP inhibition: 1%; H1N1 NS1A inhibition: 12%; tuberculosis growth: -3%; inhibitors of VEEV: 0.9%; H37Rv inhibition: -5%

How did O=C(O)c1ccc(/C=N/NC(=S)NCc2ccccc2)cc1 do in these assays?
PhoP GFP inhibition: -2%; H1N1 NS1A inhibition: 3%; tuberculosis growth: -20%; inhibitors of VEEV: 0.3%; H37Rv inhibition: 3%

How did COC(=O)c1[nH]c2ccc(C)cc2c1NC(=O)CN1CCCC(C)(C)C1 do in these assays?
PhoP GFP inhibition: -7%; H1N1 NS1A inhibition: 11%; tuberculosis growth: 55%; inhibitors of VEEV: 6.8%; H37Rv inhibition: 3%

What do the screens show for `COc1ccc(Cn2c(-c3ccc(C)cc3)c[n+]3ccccc23)cc1`?
PhoP GFP inhibition: -5%; H1N1 NS1A inhibition: -5%; tuberculosis growth: 24%; inhibitors of VEEV: inactive; H37Rv inhibition: 1%

What do the screens show for `Cc1ccc(/C=C/C(=O)N2CCN(S(=O)(=O)c3c(C)c(C)cc(C)c3C)CC2)o1`?
PhoP GFP inhibition: 3%; H1N1 NS1A inhibition: -2%; tuberculosis growth: 33%; inhibitors of VEEV: 3.8%; H37Rv inhibition: 3%

How did Cc1cc2oc(=O)cc(CN3CCN(C/C=C/c4ccccc4)CC3)c2cc1O do in these assays?
PhoP GFP inhibition: 80µM*; H1N1 NS1A inhibition: 1%; tuberculosis growth: 69%; inhibitors of VEEV: 3.0%; H37Rv inhibition: inconclusive

How did CCOc1ccc(C(C)C)cc1S(=O)(=O)Nc1ccc(Cl)cn1 do in these assays?
PhoP GFP inhibition: 11%; H1N1 NS1A inhibition: -10%; tuberculosis growth: -18%; inhibitors of VEEV: 0.8%; H37Rv inhibition: -7%

How did COc1ccc(C(=O)OCc2ccccc2F)cc1S(=O)(=O)N1CCCC1 do in these assays?
H1N1 NS1A inhibition: -6%; tuberculosis growth: 9%; inhibitors of VEEV: 7.8%; H37Rv inhibition: -5%

Results for O=C(Nc1ccc(S(=O)(=O)N2CCCC2)cc1)c1ccc(OCC2CCCO2)cc1 (stereo not given) ?
PhoP GFP inhibition: -3%; H1N1 NS1A inhibition: 0%; tuberculosis growth: 16%; inhibitors of VEEV: 1.7%; H37Rv inhibition: 0%

What do the screens show for `CCn1c(S(=O)(=O)O)nc2ccccc21`?
PhoP GFP inhibition: 0%; H1N1 NS1A inhibition: 1%; tuberculosis growth: -3%; inhibitors of VEEV: 1.8%; H37Rv inhibition: -4%

Results for C/C(=N\Nc1cc(N2CCOCC2)nc(C)n1)c1cccc([N+](=O)[O-])c1 ?
PhoP GFP inhibition: -6%; H1N1 NS1A inhibition: -7%; tuberculosis growth: 28%; inhibitors of VEEV: 6.5%; H37Rv inhibition: -4%

How did CCSc1ncccc1-c1nc2ccccc2[nH]1 do in these assays?
PhoP GFP inhibition: 8%; H1N1 NS1A inhibition: 0%; tuberculosis growth: 27%; inhibitors of VEEV: 7.0%; H37Rv inhibition: -7%

How did CCNC(=O)NC(=O)CSc1ccc2ccccc2c1 do in these assays?
PhoP GFP inhibition: -5%; H1N1 NS1A inhibition: -3%; tuberculosis growth: inconclusive; inhibitors of VEEV: 0.8%; H37Rv inhibition: 38%

What do the screens show for `c1ccc(C2NCCc3[nH]cnc32)cc1` (stereo not given)?
PhoP GFP inhibition: -10%; H1N1 NS1A inhibition: -22%; tuberculosis growth: -7%; inhibitors of VEEV: 1.4%; H37Rv inhibition: -2%

How did O=C(NNC(=O)c1ccncc1)Nc1ccc([N+](=O)[O-])cc1 do in these assays?
PhoP GFP inhibition: -5%; H1N1 NS1A inhibition: -3%; tuberculosis growth: 76%; inhibitors of VEEV: 0.5%; H37Rv inhibition: 4%

What do the screens show for `O=C(CNS(=O)(=O)c1ccc2c(c1)OCCCO2)N1CCN(c2ccc(F)cc2)CC1`?
H1N1 NS1A inhibition: 5%; tuberculosis growth: 22%; inhibitors of VEEV: 0.2%; H37Rv inhibition: -7%

Results for O=[N+]([O-])c1cccc2c([N+](=O)[O-])cccc12 ?
H1N1 NS1A inhibition: -8%; tuberculosis growth: -3%; inhibitors of VEEV: inactive; H37Rv inhibition: 9%

What do the screens show for `O=C(COC(=O)/C=C/c1ccccc1Cl)NC1CCCC1`?
H1N1 NS1A inhibition: -12%; tuberculosis growth: 28%; inhibitors of VEEV: 0.6%; H37Rv inhibition: -2%

How did COc1ccc(-n2c(Cc3cccn3C)nnc2SCC(=O)Nc2ccc(Cl)cc2)cc1 do in these assays?
PhoP GFP inhibition: -2%; H1N1 NS1A inhibition: 3%; tuberculosis growth: 24%; inhibitors of VEEV: 0.0%; H37Rv inhibition: -7%

How did COc1ccc(CNC(=O)/C(C#N)=C/c2cccc(OC)c2OC)cc1 do in these assays?
PhoP GFP inhibition: -4%; H1N1 NS1A inhibition: -8%; tuberculosis growth: -6%; inhibitors of VEEV: 0.4%; H37Rv inhibition: 0%

How did COCCCNCCOCCSc1ccc(Cl)cc1 do in these assays?
PhoP GFP inhibition: 0%; H1N1 NS1A inhibition: 12%; tuberculosis growth: 27%; inhibitors of VEEV: inactive; H37Rv inhibition: -4%

Results for O=C(CSc1nnc(-c2ccco2)n1Cc1ccccc1)c1ccccc1 ?
PhoP GFP inhibition: -2%; H1N1 NS1A inhibition: -11%; tuberculosis growth: 45%; inhibitors of VEEV: 0.9%; H37Rv inhibition: -6%

How did CCOC(=O)c1sc(NC(=S)NC(=O)c2ccco2)nc1C do in these assays?
PhoP GFP inhibition: -10%; H1N1 NS1A inhibition: 7%; tuberculosis growth: 32%; inhibitors of VEEV: 1.8%; H37Rv inhibition: -4%; inhibitors of VEEV 10K pilot screen: 2.7

How did COC(=O)c1ccc(NC(=O)CSc2nnc(CNc3ccc(F)cc3)n2C)cc1 do in these assays?
PhoP GFP inhibition: 7%; H1N1 NS1A inhibition: -1%; tuberculosis growth: 12%; inhibitors of VEEV: 0.7%; H37Rv inhibition: -7%

How did CC(C)(C)NC(=O)C(c1cccnc1)N(C(=O)c1csnn1)c1ccccc1 (stereo not given) do in these assays?
PhoP GFP inhibition: 8%; H1N1 NS1A inhibition: -10%; tuberculosis growth: 7%; inhibitors of VEEV: inactive; H37Rv inhibition: -1%

Ordered by SMILES length (ascending): 6 of the compounds above
What do the screens show for `c1ccc(C2NCCc3[nH]cnc32)cc1` (stereo not given)?
PhoP GFP inhibition: -10%; H1N1 NS1A inhibition: -22%; tuberculosis growth: -7%; inhibitors of VEEV: 1.4%; H37Rv inhibition: -2%

What do the screens show for `O=C(COC(=O)/C=C/c1ccccc1Cl)NC1CCCC1`?
H1N1 NS1A inhibition: -12%; tuberculosis growth: 28%; inhibitors of VEEV: 0.6%; H37Rv inhibition: -2%

Results for O=[N+]([O-])c1cccc2c([N+](=O)[O-])cccc12 ?
H1N1 NS1A inhibition: -8%; tuberculosis growth: -3%; inhibitors of VEEV: inactive; H37Rv inhibition: 9%

How did O=C(NNC(=O)c1ccncc1)Nc1ccc([N+](=O)[O-])cc1 do in these assays?
PhoP GFP inhibition: -5%; H1N1 NS1A inhibition: -3%; tuberculosis growth: 76%; inhibitors of VEEV: 0.5%; H37Rv inhibition: 4%

How did CC(C)(C)NC(=O)C(c1cccnc1)N(C(=O)c1csnn1)c1ccccc1 (stereo not given) do in these assays?
PhoP GFP inhibition: 8%; H1N1 NS1A inhibition: -10%; tuberculosis growth: 7%; inhibitors of VEEV: inactive; H37Rv inhibition: -1%

What do the screens show for `O=C(CNS(=O)(=O)c1ccc2c(c1)OCCCO2)N1CCN(c2ccc(F)cc2)CC1`?
H1N1 NS1A inhibition: 5%; tuberculosis growth: 22%; inhibitors of VEEV: 0.2%; H37Rv inhibition: -7%
